Compound activity deposited in PubChem by National Center for Advancing Translational Sciences (NCATS).
HttQ103 aggreg: qHTS Multiplex Assay to Identify Dual Action Probes in a Cell Model of Huntington: Aggregate Formation (GFP) | 220,000 compounds, 1.1% hits | Potency, µM (doses to about 46.1 µM), without a hit: at the top dose activity change, negative = inhibition, usual class: inhibitors | PC12 HttQ103-GFP aggregates, Acumen cytometry, 40 h; note: potency is the fitted concentration of half-maximal effect; % is set by controls: 0 for no effect and ±100 for the full control effect; nearly all actives have a fitted effect of over 60% in size
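Read-out: GFP aggregate count by laser scanning cytometer (488 nm excitation, 500-530 nm emission, 1–25 µm objects >6 SD above background). Cells: PC12, inducible HTTex1-Q103-GFP, 100 nM tebufenozide; compounds titrated.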
Lamin A splicing: qHTS Assay for Modulators of Lamin A Splicing; HeLa LMNA splicing GFP/RFP minigene ratio, 48 h; Potency, µM (series often up to 46.1 µM), for the others: at the top dose ratio change, negative = inhibition, hits mostly inhibitors; AID 1487, 2009; 200,000 compounds, 0.01% hits; active = well fitted inhibition curve with a large enough effect in the signal ratio, with a control signal flat, not every such curve was filed as active; inconclusive = small, poorly fitted or top-dose-only effect, or effect the other way, or a change in a side signal; the % refers to the signal ratio; note: potency is the fitted concentration of half-maximal effect; % is set by controls: 0 for no effect and ±100 for the full control effect
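Read-out is the ratio of GFP to DsRed2 object intensity, acquired by 488 nm laser-scanning cytometry on HeLa lamin A-EGFP minigene reporter cells. Compound incubation 48 hrs at 37 °C in Opti-MEM with 2% FBS; DMSO 0.5% final.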
HTT cytoprotect: qHTS Multiplex Assay to Identify Dual Action Probes in a Cell Model of Huntington: Cytoprotection (ATP). PC12 HTT-Q103 induced, cytoprotection, ATP luminescence, 40 h. Potency, µM (series often up to 56.4 µM), inactives show cytoprotection (ATP increase), actives largely listed as activators. 230,000 compounds, 0.14% hits. AID 1471, 2008;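 note: potency is the fitted concentration of half-maximal effect; % of control where 0% means no effect; nearly all actives have a fitted effect of over 45% in size; toxic huntingtin expression switched on by the ecdysone agonist tebufenozide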
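Readout: ATPlite luminescence (ATP level). Model: stable PC12, inducible Htt exon1 Q103-GFP. Inducer: tebufenozide, 100 nM final. Compounds: dose series. No G418 in medium.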
KinaseGlo FLuc: Counterscreen for Luciferase (Kinase-Glo TM) Inhibition | Luciferin 4-monooxygenase (Photuris pensylvanica), Q27757 | Kinase-Glo luciferase, ATP luminescence, 8 min | 200,000 compounds, 0.28% hits | Potency, µM (series often up to 38.3 µM), for inactives: at the top dose activity change, negative = inhibition, hits mostly inhibitors | AID 1379, 2008; note: potency is the fitted concentration of half-maximal effect; % is set by controls: 0 for no effect and ±100 for the full control effect; nearly all actives have a fitted effect of over 60% in size
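Kinase-Glo luciferase light output from ATP and luciferin was measured with 10 uM ATP, within the enzyme's linear range. Buffer: 50 mM imidazole pH 7.2, 50 mM KCl, 7 mM MgCl2, 0.01% Tween 20, 0.05% BSA; luminescence read after 8 min at ambient temperature.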
CBFb-RUNX1 inh: qHTS Assay for Compounds Blocking the Interaction Between CBF-beta and RUNX1 for the Treatment of Acute Myeloid Leukemia; Runt-related transcription factor 1 (Homo sapiens) + Core-binding factor subunit beta …; 230,000 tested, under 10 active; AlphaScreen CBFb-His/RUNX1-biotin binding, biochemical; AID 1477, 2009; Potency, µM (series often up to 59.8 µM), without a hit: at the highest dose activity, negative = inhibition, actives largely listed as inhibitors; note: % of control where 0% means no effect
Target sequence (Q01196 whole entry, looked up): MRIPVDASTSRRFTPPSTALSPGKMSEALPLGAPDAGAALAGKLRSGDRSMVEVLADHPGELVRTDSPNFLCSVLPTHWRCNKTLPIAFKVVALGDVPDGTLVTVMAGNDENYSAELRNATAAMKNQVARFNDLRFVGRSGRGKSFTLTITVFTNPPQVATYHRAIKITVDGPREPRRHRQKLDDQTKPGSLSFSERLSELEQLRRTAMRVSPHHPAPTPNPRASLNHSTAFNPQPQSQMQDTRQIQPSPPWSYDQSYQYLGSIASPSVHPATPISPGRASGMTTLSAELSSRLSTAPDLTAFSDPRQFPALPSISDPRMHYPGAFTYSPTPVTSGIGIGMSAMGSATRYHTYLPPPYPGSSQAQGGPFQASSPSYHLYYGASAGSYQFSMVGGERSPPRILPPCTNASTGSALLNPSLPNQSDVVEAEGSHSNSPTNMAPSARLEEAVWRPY
Target sequence (Q13951 whole entry, looked up): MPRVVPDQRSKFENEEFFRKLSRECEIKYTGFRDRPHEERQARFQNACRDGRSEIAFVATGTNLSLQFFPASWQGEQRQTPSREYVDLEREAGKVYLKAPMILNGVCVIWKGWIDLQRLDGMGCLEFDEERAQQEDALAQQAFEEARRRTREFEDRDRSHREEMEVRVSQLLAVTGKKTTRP
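AlphaScreen proximity signal reports loss of binding between His-tagged CBF-beta and biotin-labelled RUNX1, each at 30 nM. Proteins are pre-associated for 20 minutes, compounds added for 15 minutes, then beads for 90 minutes, all at ambient temperature.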
IMPase Li cell: qHTS Assay for Identifying the Cell-Membrane Permeable IMPase Inhibitors: Potentiation with Lithium. Potency, µM (series often up to 59.4 µM), for inactives: at the top dose activity, negative = IMPase inhibition, most hits filed as inhibitors. CHO-M1 cells, IP1 TR-FRET (IP-One), carbachol + lithium. 210,000 compounds, 0.35% hits;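 note: IP1 builds up when IMPase is blocked and the TR-FRET signal falls; potency is the fitted concentration of half-maximal effect; plate controls were basal vehicle for no effect and high inhibitor control for full effect; nearly all actives have a fitted effect of over 50% in size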
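CHO cells stably expressing M1 receptor (2000/well, cultured 16–30 h) treated 30 min at 37C with compound plus low lithium. Cytosolic IP1 by TR-FRET (665/620 ratio and 620 channel) after 10 min lysis; AC50 by Hill fit.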
SMN2 splice up: qHTS Assay for Enhancers of SMN2 Splice Variant Expression; HEK293 SMN2-luciferase splicing reporter, luminescence, 30-36 h; Potency, µM (series often up to 46.1 µM), inactives show at the top dose activity change, positive = activation, usual class: activators; 210,000 compounds, 2.8% hits; AID 1458, 2008; note: potency is the fitted concentration of half-maximal effect; % of control where 0% means no effect; nearly all actives have a fitted effect of over 55% in size
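qHTS luciferase splicing reporter: luminescence rises when SMN2 exon 7 is included in transfected HEK293 cells. Compound exposure lasted 30-36 h at 37C, with 4.5 mM final sodium butyrate as control, followed by a ONE-Glo read.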
An asterisk follows results filed as active; ? = inconclusive; nt = no result given; [ ] = dose if it differs, or a comment. Unless noted, calls come from the whole dose curve; as a rule, active = well fitted curve in the direction sought with a large enough effect; inconclusive = small, poorly fitted or top-dose-only effect, or another doubt; inactive = no such curve, though single readings can be large; an effect the other way counts as inactive or inconclusive.

SMILES	HttQ103 aggreg	Lamin A splicing	HTT cytoprotect	KinaseGlo FLuc	CBFb-RUNX1 inh	IMPase Li cell	SMN2 splice up
C=CCOc1ccc(Br)cc1/C=C1/SC(=Nc2ccc(C(=O)O)cc2)NC1=O	-10%	nt	-3%	-4%	2%	-3%	-18%
O=C(Nc1ccon1)c1csc2c1CCCC2	-8%	-17%	0%	3%	-2%	-4%[38.3 µM]	-3%
O=C(O)CCCc1c(-[n+]2ccccc2)[nH]c2ccccc12	12%	nt	-48%[inhibitor]	-1%	9%	-2%	15%
O=C(COC(=O)c1cc2ccccc2oc1=O)Nc1ccc(F)cc1F	-21%[9.22 µM]	nt	-14%[10 µM]	nt	2%	nt	nt
Cc1ccc2cc(CN(Cc3ccc(F)cc3)Cc3nnnn3C3CCCC3)c(=O)[nH]c2c1	25µM*	4%	-6%[1.9 µM]	1%	-3%	33%[activator][38.3 µM]	-6%
O=C(C1=C(O)C(=O)N(Cc2ccccc2)C1c1ccco1)c1ccco1 (centres undefined)	-1%	7%	-6%	-4%	-2%	?	-17%
NC(=O)COC(=O)CC(c1ccccc1)c1ccccc1	13%	1%[46 µM]	26%	-1%	20%	2%	0%
CCOC(=O)C1CCN(c2c(NCCN3CCN(c4ccccc4)CC3)c(=O)c2=O)CC1	?	-8%	22%[10 µM]	-1%	-9%	14%	-1%
O=C(Cc1ccccc1)Nc1ccc(NC(=O)C2CC2)nc1	13%	9%	-2%	-1%	0%	0%[38.3 µM]	-23%
Cc1ccc(C)c(NC(=S)N/N=C2\CCc3ccccc32)c1	19%[9.22 µM]	nt	6%[10 µM]	nt	-19%	nt	nt
Cc1ccc2c(c1)C1CN(C)CCC1N2C(=O)c1ccccc1NS(=O)(=O)c1ccc(F)cc1 (centres undefined)	-4%	-5%	7%[10 µM]	4%	5%	1%	0%
Nc1cc(Cl)ccc1Oc1ccccc1	11%	2%	25%	-3%	5%	-12%[38.3 µM]	-1%
Nc1no[n+]([O-])c1-c1ccccc1	3%	nt	7%	-3%	-10%	6%	7%
COc1ccc(C2C(=O)N(C3CCCCCC3)CC(=O)N2Cc2ccccc2)cc1OC (centres undefined)	0%	3%	-18%	-1%	2%	-3%[38.3 µM]	-3%
COc1ccc(C2C(C#N)=C3NC(=O)c4c(sc5c4CCCCC5)N3C3=C2C(=O)CC(C)(C)C3)cc1 (centres undefined)	-4%	-2%	27%	0%	-2%	9%[38.3 µM]	-23%
Cc1ccc(CNC(=O)c2ccccc2NC(=O)CSc2nnnn2C)cc1	-6%	1%	-8%	1%	-2%	4%[38.3 µM]	-12%
CC(=O)Nc1c(C(=O)N2CCCCCC2)cnn1-c1ccccc1	-17%	6%	2%[10 µM]	-6%	4%	-9%[38.3 µM]	-13%
Cc1ccc(C)c(OCC(=O)N/N=C\c2cccn2C)c1	-14%	nt	-17%	3%	-18%	-6%	5%
CNc1nc(SC)nc2ccccc12	1%[9.22 µM]	?	-17%	2%	2%	3%	-9%
CC(C)(C)NC(=O)CN(C(=O)c1ccc(CN2CCOCC2)o1)c1ccc2c(c1)OCCO2	11%	6%	-17%[10 µM]	-3%	-3%	-10%[38.3 µM]	5%
O=C(NCc1ccccc1)NC1(C(=O)N2CCN(c3ccccc3)CC2)CCCCC1	10%[9.22 µM]	?	-11%[10 µM]	-2%	-5%	7%[38.3 µM]	16%
CC(C)c1ccc(NC(=O)COc2nncc3ccccc23)cc1	21%	-5%	-11%[10 µM]	nt	-5%	nt	nt
O=C(NCCCN1CCC(Cc2ccccc2)CC1)C1CCC(=O)N1C1CCCC1 (centres undefined)	-3%	6%	-7%	0%	28%	42%[activator][38.3 µM]	-10%
COc1ccccc1CNc1ccc(N2CCCCC2)cc1	?	3%	22%[10 µM]	-1%	?	37%[activator][38.3 µM]	7%
CCOC(=O)Cc1cnc(NC(=O)CSc2nc(C)c(CC)c(=O)[nH]2)s1	-1%	5%[46 µM]	-5%	1%	1%	2%	13%
Remaining list, next part:
SMILES	HttQ103 aggreg	Lamin A splicing	HTT cytoprotect	KinaseGlo FLuc	CBFb-RUNX1 inh	IMPase Li cell	SMN2 splice up
CC(=O)Nc1ccc(CN2CCCC(C(=O)c3cccc(C(F)(F)F)c3)C2)cc1 (centres undefined)	-2%[9.22 µM]	nt	5%[10 µM]	nt	8%	18%	nt
Cn1c(C(=O)OC(C(=O)NC2CCCCC2)c2ccncc2)cc2sccc21 (centres undefined)	9%	8%	-12%[10 µM]	-2%	16%	-22%[38.3 µM]	-11%
CC(C)c1ccc(CC(C)C2C3=C(CCCC3=O)OC3=C2C(=O)CCC3)cc1 (centres undefined)	13%[9.22 µM]	-23%	-13%	0%	-5%	26%[38.3 µM]	-24%
Cn1c(=O)[nH]c(=O)c2c1nc(N1CCCCCC1)n2CCN1CCCCCC1	-16%	-7%	-1%[10 µM]	2%	-5%	15%	-4%
Cc1cc(C)c(NC(=O)c2sc3nc4c(cc3c2N)C(=O)CC(C)(C)C4)c(C)c1	-17%	4%	nt	-4%	-21%	-2%	-35%[inhibitor]
O=C(N/N=C/c1cccc(OCC(=O)N2CCCC2)c1)C(=O)Nc1ccccc1F	?	7%	?	-3%	2%	-6%	9%
CCOC(=O)C1CCN(C(=O)c2cccc(S(=O)(=O)Nc3ccc(C)cc3C)c2)CC1	3%	-3%[46 µM]	-3%	1%	4%	25%	14%
CCOC(=O)c1c[nH]n(-c2ccc(C)cc2)c1=O	-11%[9.22 µM]	nt	12%[10 µM]	2%	-14%	7%	9%
CC1CCC(C(=O)NC(C(=O)N2CCN(c3ccccn3)CC2)C(C)C)CC1 (centres undefined)	-2%	-1%	9%	-2%	-5%	-7%[38.3 µM]	-9%
CC(=O)Nc1ccc(/C=C/c2ccc3cccc([N+](=O)[O-])c3n2)cc1	1%[9.22 µM]	nt	3%[10 µM]	nt	-13%	nt	nt
Cc1c(Br)c([N+](=O)[O-])nn1CC(=O)N(C)Cc1ccccc1	11%[9.22 µM]	?	13%[10 µM]	-2%	5%	9%	nt
CCOC(=O)C1CCCN(C(=O)c2cc(-c3ccc(C)cc3)on2)C1 (centres undefined)	18%	2%	-131%[inhibitor][0.074 µM]	8%	13%	12%[38.3 µM]	?
CC(=O)Nc1ccc(NC(=O)c2ccc(CSc3ccccc3)o2)cc1	-11%	-3%[46 µM]	-22%	1%	18%	-11%	-48%[inhibitor]
CCN1C(=O)CC(NCc2ccc(S(N)(=O)=O)cc2)C1=O (centres undefined)	-19%[9.22 µM]	nt	-14%[10 µM]	nt	5%	nt	nt
Cc1cc(C(=O)N/N=C/C=C/c2cccc([N+](=O)[O-])c2)n[nH]1	12%	nt	13%[10 µM]	3%	6%	9%	5%
CC(C)[C@@H](C(=O)NCC1CCC(C(=O)O)CC1)n1nnc2ccccc2c1=O (some centres undefined)	7%	-1%	-20%	nt	6%	nt	nt
COCC(=O)Nc1nc(-c2ccccc2)ns1	-4%	-11%	-1%[0.074 µM]	1%	-1%	7%	10%
CCOC(=O)C1=C(N)N2C(=O)C(C)SC2=C(C(=O)OCC)C1c1ccccc1 (centres undefined)	?	-6%	12%[10 µM]	-3%	7%	18%	-7%
COC(=O)Cn1c2ccc(OC)cc2c2nc(C)sc21	-4%[9.22 µM]	nt	1%[10 µM]	nt	0%	nt	nt
COc1ccccc1-c1nnc(SCC(=O)N2CC(C)CC(C)C2)o1 (centres undefined)	-10%	-3%	-29%	0%	-7%	5%[38.3 µM]	9%
CN(C)C1=NC(=O)/C(=C\c2ccccc2)S1	-22%	nt	-7%	-3%	-6%	7%	-2%
O=C(O)COc1c(-c2ccccc2)oc2ccccc2c1=O	4%	16%	2%	-4%	1%	14%[38.3 µM]	11%
